# Source: PubChem (several laboratories)
# Mtb UGM inh = inhibitors of M. tuberculosis UDP-galactopyranose mutase | purified UGM, fluorescence polarization probe displacement | inhibition, % at 10 µM | 320,000 compounds, 0.06% hits | AID 504406; in the data active = inhibition above about 10%, passing the limit was not always enough; inconclusive = no clear call, values can overlap the other calls
# Target sequence (P9WIQ1 whole entry, looked up): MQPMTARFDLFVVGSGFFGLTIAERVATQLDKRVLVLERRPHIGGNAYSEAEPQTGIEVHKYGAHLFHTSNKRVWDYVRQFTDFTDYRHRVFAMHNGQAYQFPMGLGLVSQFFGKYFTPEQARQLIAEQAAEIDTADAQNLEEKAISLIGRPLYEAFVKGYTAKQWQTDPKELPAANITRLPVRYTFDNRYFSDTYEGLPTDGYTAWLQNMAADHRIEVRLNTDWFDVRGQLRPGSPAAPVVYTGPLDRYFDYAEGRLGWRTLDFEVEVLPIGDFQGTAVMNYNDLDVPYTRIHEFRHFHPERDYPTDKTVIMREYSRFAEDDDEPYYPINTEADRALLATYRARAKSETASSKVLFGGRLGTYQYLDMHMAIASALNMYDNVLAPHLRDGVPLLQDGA
# BoNT F protease = blocks Botulinum neurotoxin F light chain protease | Multiplex microsphere protease cleavage assay, flow cytometry | inhibition, % at 10 µM | 360,000 compounds, 0.22% hits; in the data active = inhibition above about 35%, passing the limit was not always enough; inconclusive = no clear call, values can overlap the other calls; also: plate controls were buffer without enzyme for full effect and enzyme alone for no effect
# BoNT A protease = inhibitors of Botulinum neurotoxin A light chain protease | multiplex microsphere protease substrate cleavage, flow cytometry | inhibition, % at 10 µM | 360,000 compounds, 0.17% hits | AID 588499; also: plate controls were buffer without enzyme for full effect and enzyme alone for no effect
# FBA Mtb inh = Mtb fructose-bisphosphate aldolase inhibition; P9WQA3; purified M. tuberculosis FBA, fluorescence read-out; inhibition, % at 1 µM; 360,000 compounds, 2.3% hits; AID 588726; in the data active = inhibition above about 27%;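 also: 0% = vehicle and 100% = reference inhibitor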
# Target sequence (P9WQA3 whole entry, looked up): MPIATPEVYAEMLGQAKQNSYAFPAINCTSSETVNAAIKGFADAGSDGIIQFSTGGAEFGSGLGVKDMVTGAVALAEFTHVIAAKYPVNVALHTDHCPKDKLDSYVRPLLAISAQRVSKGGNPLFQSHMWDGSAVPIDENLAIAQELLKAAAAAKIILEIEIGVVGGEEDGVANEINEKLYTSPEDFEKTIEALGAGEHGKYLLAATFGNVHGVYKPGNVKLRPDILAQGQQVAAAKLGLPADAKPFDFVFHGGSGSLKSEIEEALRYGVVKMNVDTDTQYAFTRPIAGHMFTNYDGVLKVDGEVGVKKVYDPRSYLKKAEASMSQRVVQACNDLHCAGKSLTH
# Anthrax LF prot = inhibitors of Bacillus anthracis lethal factor protease; AID 588501; 360,000 compounds, 0.12% hits; multiplex microsphere protease cleavage assay, LF; inhibition, % at 10 µM; P15917; also: plate controls were buffer without enzyme for full effect and enzyme alone for no effect
# FadD28 FP inh = inhibitors of Mycobacterium tuberculosis FadD28 bisubstrate binding. AID 588549. FadD28 bisubstrate probe binding, fluorescence polarization. 360,000 compounds, 0.22% hits. inhibition, % at 12.5 µM; in the data active = inhibition above about 8.5%, passing the limit was not always enough; inconclusive = no clear call, values can overlap the other calls
# PfHsp40 rescue = compounds rescuing yeast from Plasmodium falciparum HSP40 toxicity; 340,000 compounds, 0.68% hits; AID 504582; S. cerevisiae expressing PfHsp40, growth rescue, ATP luminescence; growth rescue, % at 12.5 µM; in the data active = growth rescue above about 28%, passing the limit was not always enough; inconclusive = no clear call, values can overlap the other calls;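 also: yeast W303a lacking pdr1 and pdr3 grown in galactose medium; growth measured after three days at 30 °C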
# GDH-TPI inh = counter-screen for M. tuberculosis FBA inhibitors: GDH-TPI coupled enzymes; GDH-TPI coupled enzyme counterscreen, NADH absorbance; inhibition, % at 4.8 µM; 360,000 compounds, 1.2% hits; in the data active = inhibition above about 30%;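 also: 0% = DMSO wells and 100% = wells lacking the enzyme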
# BioA inh = blocks M. tuberculosis BioA enzyme activity; purified M. tuberculosis BioA enzyme, plate reader; inhibition, % at 9.99 µM; 360,000 compounds, 0.096% hits; AID 602481; in the data active = inhibition above about 40%; inconclusive = no clear call, values can overlap the other calls
# * marks the source's active call; other numbers are inactive results; ? = inconclusive; · = no result given. Rule as the data show it, unless noted: active = inhibition above about 30%; inconclusive = no clear call, values can overlap the other calls; inactive = below that.
SMILES,Mtb UGM inh,BoNT F protease,BoNT A protease,FBA Mtb inh,Anthrax LF prot,FadD28 FP inh,PfHsp40 rescue,GDH-TPI inh,BioA inh
CC1Oc2ccccc2N(Cc2cccnc2)C1=O (configuration not stated),1.6,6,?,-1,-5,-0.9,0.7,6,-0.3
CN(CC(=O)Nc1cccc(F)c1)C(=O)CCN1C(=O)C2CC=CCC2C1=O (configuration not stated),0.3,-8,-1.0,2,-9,1.0,0.4,-1,-1.0
COc1cccc(C(=O)OCc2cc(=O)oc3c(C)c(C)ccc23)c1OC,0.4,-10,-2.8,3,-1,·,-1.4,2,-1.1
O=C(NCc1ccc(F)cc1)C(=O)NCC1OCCN1S(=O)(=O)c1ccc2c(c1)OCCO2 (configuration not stated),-0.4,-5,0.3,1,3,-2.2,-1.3,-5,-2.3
COc1cc(C=C(C(C)=O)C(C)=O)ccc1O,-2.4,18,1.1,-2,0,-0.8,-3.1,17,-0.2
Cc1nn(S(=O)(=O)c2cccc([N+](=O)[O-])c2)c(C)c1S(=O)(=O)N1CCOCC1,-0.1,0,0.7,1,-2,-3.9,0.6,0,-1.5
Cc1ccc(Oc2ccc(/C=N/O)cn2)cc1,3.6,?,0.4,3,-1,-1.6,0.1,3,3.6
CCOCCn1ccc2c(OCC(=O)Nc3ccccc3OC)cccc2c1=O,-1.3,-4,0.1,1,-1,-6.5,2.6,8,-1.0
Cc1ccc(-c2nnc(N3CCC(C)CC3)c3ccccc23)cc1,3.2,-8,0.2,0,-4,-2.5,10,6,·
O=C(CCN1C(=O)C2CC=CCC2C1=O)Nc1nc(-c2ccc(F)c(F)c2)cs1 (configuration not stated),-1.9,0,1.0,3,-7,-0.2,-0.5,2,·
CNC(=O)COC(=O)C1CCN(S(=O)(=O)c2ccc3c(c2)OCCO3)CC1,1.4,0,0.0,1,1,-1.2,-0.6,2,1.2
CC(O)[C@H]1CNC(=O)C(=O)N1CCCCC1CCCCC1 (some centres not stated),-1.8,-1,-0.1,-1,4,-0.8,-1.2,-6,-0.4
N#CC1=C(N)OC2=C(CCc3ccccc32)C1c1ccccc1 (configuration not stated),-1.3,1,-0.2,6,0,-1.9,6.7,17,·
c1ccc2cc(CSCc3nc4ccccc4[nH]3)ccc2c1,-0.9,-5,0.5,-3,-1,-2.4,2.9,8,·
C=CCOc1ccc(/C=C2\SC(=S)N(NS(=O)(=O)c3ccccc3)C2=O)cc1,1.2,-13,4.0,-3,5,12*,11,9,·
O=C(Cn1nnc(-c2ccccc2)c1COc1ccc2ccccc2c1)NCC1CC1,·,-4,-0.6,-4,-5,-8.0,·,2,-2.0
O=C1C=CC(=O)N1Nc1ccc(Br)cc1,-1.4,-6,0.3,2,2,0.7,-0.9,8,·
CC(=O)Cn1c(=O)oc2ccccc21,1.8,-2,-0.1,2,4,-0.6,0.2,1,-0.5
COc1ccc(Br)cc1/C=N/n1c(C)nnc1C,0.4,-1,0.0,-2,-6,-1.3,-0.1,13,·
O=C1NCC(Nc2ccccc2)C(=O)N1 (configuration not stated),·,-5,0.3,-2,0,-2.6,0.0,-7,-2.1
O=C(N/C(=C/c1cccs1)C(=O)N1CCOCC1)c1ccco1,-0.1,-2,-0.4,1,-2,0.2,-1.7,1,·
Cc1ccc(S(=O)(=O)NC(C)CCc2ccccc2)cc1C(N)=O (configuration not stated),0.0,?,0.2,1,10,-0.5,0.9,0,1.0
COc1ccc(CNC(=O)COC(=O)c2cccnc2Nc2cccc(C(F)(F)F)c2)cc1,0.1,8,-0.1,4,-1,-2.6,0.3,1,0.5
CCOC(=O)N1CCN(c2cc(=O)n(-c3cccc(C)c3)c(=O)[nH]2)CC1,3.0,-6,0.3,2,0,-1.4,-0.7,-1,·
CC1CN(S(=O)(=O)c2cccc(C(F)(F)F)c2)CN1C(=O)N1CCOCC1 (configuration not stated),-1.2,-16,-1.2,3,1,-1.4,-0.7,-6,-1.0

# Full records, quoted from the list. Order of screens: Mtb UGM inh, BoNT F protease, BoNT A protease, FBA Mtb inh, Anthrax LF prot, FadD28 FP inh, PfHsp40 rescue, GDH-TPI inh, BioA inh
# CC1Oc2ccccc2N(Cc2cccnc2)C1=O (configuration not stated) as listed: 1.6, 6, ?, -1, -5, -0.9, 0.7, 6, -0.3
# CN(CC(=O)Nc1cccc(F)c1)C(=O)CCN1C(=O)C2CC=CCC2C1=O (configuration not stated) as listed: 0.3, -8, -1.0, 2, -9, 1.0, 0.4, -1, -1.0

# Next results follow:
SMILES,Mtb UGM inh,BoNT F protease,BoNT A protease,FBA Mtb inh,Anthrax LF prot,FadD28 FP inh,PfHsp40 rescue,GDH-TPI inh,BioA inh
O=C(c1cccc(F)c1)N1CCCC(C(=O)N2CCCC2)C1 (configuration not stated),-2.7,2,0.2,4,14,0.6,-2.6,8,-2.1
COc1ccccc1-c1coc2cc(OC(=O)/C=C/c3ccccc3)ccc2c1=O,-0.1,1,0.5,5,4,-0.5,-1.8,5,0.0
CC(C)CCNC1=NCCCCC1,-2.6,-2,0.6,0,-5,-3.8,-1.5,-6,-1.9
O=C1ON=C(c2cccc([N+](=O)[O-])c2)/C1=C/c1ccc(O)cc1,0.4,0,-0.4,0,5,?,0.4,23,·
Fc1ccc(CN2CCCN(C(=S)Nc3ccc(F)cc3)CC2)cc1,2.3,?,0.5,2,7,1.4,0.2,2,3.2
Cc1ccc(NC(=O)CSc2nnc(-c3ccco3)o2)c(C)c1,1.2,-7,-0.3,-2,-2,-4.2,-0.7,3,0.5
CCc1ccccc1-n1cnc2cc(C(=O)O)ccc21,2.2,-8,-0.2,-2,0,-4.1,-1.2,3,7.2
O=C(COC(=O)c1ccc(NS(=O)(=O)c2ccc(Br)s2)cc1)NC1CCCC1,-0.4,-4,-1.2,0,-6,0.4,0.3,4,·
COc1ccc(Cn2c(C)cc3c(c2=O)C(c2cccs2)C(C#N)=C(N)O3)cc1OC (configuration not stated),-0.9,20,15,1,-17,-0.9,0.7,-4,9.0
Cc1ccc(NC(/C=C/N(C)C)=C/C(=O)C(F)(F)F)c(C)c1,0.0,-3,0.4,-1,-2,-1.7,-0.3,12,-1.0
COc1cccc(=O)c2c(C)n(C)c(C)c12,-0.3,5,1.6,-8,-15,-2.6,0.1,3,·
CC(=O)N(CCCN(C)C)CCC(C)CCC=C(C)C (configuration not stated),-0.1,3,0.5,0,4,-2.4,-0.8,0,5.6
O=C(C(O)c1ccc(Br)cc1)N1CCC(Nc2ccc3[nH]ncc3c2)CC1 (configuration not stated),·,-10,0.1,42*,-4,-2.3,·,5,0.9
CC(C)(C)NC(=O)CCn1nc(-c2ccc(Cl)cc2)c2ccccc2c1=O,1.1,-20,-1.2,2,7,-1.3,1.0,-4,3.5
Cc1cccc(N2C(=O)N3[C@H](c4ccc(Cl)cc4)[C@@H]4C(=O)N(C5CCCCC5)C(=O)[C@@H]4[C@]3(Cc3ccc(Cl)cc3)C2=O)c1,0.9,-7,-0.6,4,-5,-2.2,-0.2,22,-1.8
CCn1c(SCC(=O)Nc2ccc(C(C)=O)cc2)nc2ccccc21,0.0,0,0.3,-1,1,-2.7,1.9,7,-0.8
COc1ccc(N/C(N)=N/c2nc(CSc3nnc(C)s3)cc(=O)[nH]2)cc1,1.6,2,-0.1,-1,2,-1.9,-0.1,5,0.5
C[C@]12CCC(=O)C=C1CCC1C2CC[C@@]2(C)C1CC[C@@H]2O (some centres not stated),0.2,6,0.7,-1,-8,-4.7,-0.8,-5,-0.2
CCCC(=O)Nc1c2c(nn1-c1cccc(Cl)c1)CS(=O)(=O)C2,3.1,-4,-2.1,2,-5,-0.1,0.5,-4,-1.8
CN1CCN(S(=O)(=O)c2cc([N+](=O)[O-])ccc2N2CCCCCC2)CC1,-0.1,-14,0.7,-3,0,-0.3,-0.1,12,0.5
CCN(CC)C(=O)CSc1nnc(COc2ccccc2)n1CC,2.7,4,0.0,1,-1,-1.7,0.8,-5,8.3
COc1ccc(-c2nn(-c3ccccc3)cc2/C=C/C(=O)OCC(=O)Nc2ccccc2C#N)cc1,1.1,0,-1.0,1,-2,-2.1,-1.4,-4,·
Cc1ccc(-c2nc(C#N)c(NCCCn3ccnc3)o2)cc1,-2.7,-4,-0.8,72*,-5,-1.3,1.4,3,·
CN1C2CCC1CC(OC(=O)c1ccc(Cl)cc1)(C(=O)O)C2 (configuration not stated),1.3,-1,0.0,0,-2,0.9,0.8,12,·
COc1cc(CNc2ccc3[nH]c(=O)[nH]c3c2)ccc1OCc1ccc(F)cc1Cl,-0.8,-26,-3.4,8,-13,-1.3,-0.3,2,-1.0

# Some entries already given, limited to Mtb UGM inh and BoNT F protease.
Compound	Mtb UGM inh	BoNT F protease
O=C(C(O)c1ccc(Br)cc1)N1CCC(Nc2ccc3[nH]ncc3c2)CC1 (configuration not stated)	·	-10
COc1ccc(-c2nn(-c3ccccc3)cc2/C=C/C(=O)OCC(=O)Nc2ccccc2C#N)cc1	1.1	0

# The listing picks up; the 2 compounds before the break are reprinted first.
SMILES,Mtb UGM inh,BoNT F protease,BoNT A protease,FBA Mtb inh,Anthrax LF prot,FadD28 FP inh,PfHsp40 rescue,GDH-TPI inh,BioA inh
CN1C2CCC1CC(OC(=O)c1ccc(Cl)cc1)(C(=O)O)C2 (configuration not stated),1.3,-1,0.0,0,-2,0.9,0.8,12,·
COc1cc(CNc2ccc3[nH]c(=O)[nH]c3c2)ccc1OCc1ccc(F)cc1Cl,-0.8,-26,-3.4,8,-13,-1.3,-0.3,2,-1.0
CCN1CCN(C(=O)c2ccc(C)c(S(=O)(=O)Nc3cccc(C)c3)c2)CC1,-0.4,-3,0.7,0,0,-0.1,0.4,1,1.1
O=C(CSc1nc2ccccc2s1)N1CCOCC1,-1.8,-3,-0.2,1,-1,-2.7,-0.8,2,2.4
CCOC(=O)C1CCCN(Cc2cccc(Cl)c2)C1 (configuration not stated),2.6,27,5.0,1,2,0.5,1.0,5,0.3
CCOC(=O)COc1ccc(S(=O)(=O)Nc2ccc(C)cc2)cc1,-1.0,-2,?,-1,-1,-1.6,-0.5,4,·
Cc1ccc(S(=O)(=O)NC2c3cccc4cccc(c34)C2Sc2n[nH]c(N)n2)cc1 (configuration not stated),-0.4,3,0.4,2,1,-3.2,-0.4,4,·
Cc1cc(Br)ccc1NC(=O)CN(C)C(=O)CCSc1ccc(F)cc1,0.8,-18,-6.2,1,-3,-2.0,0.0,-5,-1.4
CCOc1ccccc1NC(=O)Cn1cnc2c(cnn2-c2ccc(C)c(C)c2)c1=O,0.5,-3,-0.2,3,-3,-3.6,-0.6,-10,-0.6
CCOc1ccccc1NC(=O)CSc1nnc(-c2cnccn2)n1C,-0.6,-7,?,0,-4,1.5,-1.3,1,16
CN(C)S(=O)(=O)c1cccc(C(=O)NC2CCCc3ccccc32)c1 (configuration not stated),1.6,-23,-0.6,0,2,-1.1,-0.4,14,-1.4
O=C1C2C3C=CC(C3=C3CCCCC3)C2C(=O)N1Cc1ccccc1 (configuration not stated),2.8,-4,-0.3,2,-1,-1.9,-0.4,-4,2.8
CN(C)CC(C)(C)CNC(=S)Nc1cc(S(=O)(=O)N2CCOCC2)ccc1Cl,1.3,-4,-0.8,4,-1,-0.6,0.6,6,·
C/C(CC(=O)N1CCN(C=O)CC1)=N\NC(=O)c1ccc(Br)cc1,-1.3,0,0.2,-3,-1,-2.0,-0.5,3,-0.8
Cc1ccc(CNC(=O)C2CCN(S(=O)(=O)N3CCC4(CC3)OCCO4)CC2)cc1,-1.5,-5,-0.3,5,0,-0.6,0.1,6,·
CCOC(=O)c1nnc(-c2ccccc2)nc1NCc1ccccc1,2.2,0,-1.3,0,0,-4.1,0.8,8,0.9
O=c1[nH][nH]c(-c2ccccc2O)c1C(C[N+](=O)[O-])c1cccc(Cl)c1 (configuration not stated),4.4,2,-0.1,-4,0,-3.1,-0.3,-2,·
Cc1ccc(/C=C/C(=O)O)cc1S(=O)(=O)NCC1CCCO1 (configuration not stated),-0.9,0,-1.1,3,0,-4.0,-0.3,-1,·
Cc1nc(N2CCN(C)CC2)c2c3c(sc2n1)CCCC3,-0.3,-5,-0.8,-2,-5,-0.9,-1.5,8,0.6
Cn1c(CCC(N)=O)nnc1SCC(=O)Nc1cc(S(=O)(=O)N2CCCC2)ccc1Cl,·,-1,-0.5,0,-1,0.3,0.0,2,-0.1
